Compound activity deposited in PubChem by several laboratories.
KKLEB tox = cytotoxicity in KKLEB CF airway cells, primary screen, cytotoxicity control for CF NF-kB inhibitor project, cell-based, uHTS, fluorescence assay plates. 0.36% of 360,000 active. activity change (cytotoxicity), % at 5 µM. KKLEB CF airway cells viability, ATPlite luminescence, overnight; stronger effect = lower value; cells stimulated with P. aeruginosa culture filtrate;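 active = corrected activity change at or below -50% at 5 µM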
Peg3 promoter = Peg3 promoter-driven luciferase inhibitors, primary screen, cell-based, HeLa, luciferase luminescence; 1.7% of 360,000 active; AID 588405, 2011; HeLa PEG-Prom luciferase reporter, overnight; inhibition, % at 20 µM;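 active = inhibition of at least 50% at 20 µM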
Shn3 3UTR inh = reduction of Shn3 3'UTR firefly luciferase signal, primary screen, Schnurri-3 inhibitor project, cell-based, Clone20 osteoblasts, set 2; Clone20 osteoblast Shn3 3'UTR firefly luciferase, 24 h; inhibition, % at 12.5 µM; 0.52% of 360,000 active;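 active = mean inhibition of at least 75% with every replicate also reaching 75%; inconclusive = mean inhibition at least 75% but some replicate below; inactive = mean inhibition below 75%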;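 also: 0% = median of neutral control wells and 100% = pilot-screen positive control compound; some compounds past the cut are filed as inactive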
iPSC survival up = enhancers of single-cell hiPSC survival, primary screen, ATPlite luminescence. 100% = ROCK inhibitor wells, 0% = DMSO. survival enhancement, % at 20 µM. 0.044% of 360,000 active; in the data active = survival enhancement above about 18%;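 also: cells exposed to compounds for 16 hours before the ATP read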
EBV LMP1 NFkB = EBV LMP1-driven NF-kappaB luciferase reporter inhibitors, primary screen, cell-based, luminescence, single point; inhibition, % at 12.5 µM; AID 504558, 2011; 0.69% of 350,000 active; LMP1-induced NF-kappaB luciferase reporter cells; in the data active = inhibition above about 41%; inconclusive = no clear call, values can overlap the other calls;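 also: 0% = neutral control wells and 100% = reference inhibitor control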
TRAIL sens C8 = viability loss with TRAIL in NB7+C8 cells, primary screen, TRAIL sensitizer project, cell-based, ATPlite luminescence | 1% of 360,000 active | inhibition (viability loss, TRAIL sensitization), % at 10 µM;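 active = compounds causing at least 50% loss of cell viability in the single-dose screen, relative to plate controls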
NR2E3 ag-1 = NR2E3 agonists in two-hybrid cells, primary screen, cell-based, luminescence, CHO-S, Gal4-NCOR/VP16-NR2E3. inhibition of corepressor binding, % at 3.98 µM. 0.35% of 360,000 active. Photoreceptor-specific nuclear receptor (Homo sapiens), Q9Y5X4. AID 602229, 2012. luciferase;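 active = inhibition above the mean of all tested compounds plus 3 SD, cut at about 70% in these data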;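 also: 0% = DMSO with NR2E3 transfected cells and 100% = cells lacking NR2E3 construct; higher means lower luciferase signal from less NR2E3 corepressor binding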
Target sequence (Q9Y5X4 whole entry, looked up, the tested form may be a part): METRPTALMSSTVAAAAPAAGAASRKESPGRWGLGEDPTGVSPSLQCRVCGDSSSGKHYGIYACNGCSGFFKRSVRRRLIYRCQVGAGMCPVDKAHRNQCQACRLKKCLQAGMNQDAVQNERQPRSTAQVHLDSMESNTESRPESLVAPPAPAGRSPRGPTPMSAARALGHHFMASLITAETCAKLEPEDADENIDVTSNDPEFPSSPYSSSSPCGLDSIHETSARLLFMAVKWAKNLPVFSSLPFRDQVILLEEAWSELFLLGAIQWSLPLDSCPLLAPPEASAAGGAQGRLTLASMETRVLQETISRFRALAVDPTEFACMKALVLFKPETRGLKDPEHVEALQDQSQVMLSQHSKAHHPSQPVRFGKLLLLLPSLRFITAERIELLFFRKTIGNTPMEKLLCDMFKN
CF NFkB inh = inhibitors of PAF-induced NF-kB signaling, primary screen, cell-based, GFP fluorescence, uHTS | KKLEB NF-kB-GFP reporter, GFP fluorescence overnight | inhibition, % at 5 µM | 0.86% of 360,000 active | AID 588850, 2011;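 active = at least 50% inhibition at 5 µM, scaled per plate between neutral and stimulator controls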;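 also: PAF is a Pseudomonas aeruginosa culture filtrate used as stimulus; plate controls were PAF-stimulated DMSO wells for no effect and unstimulated DMSO wells for full effect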
NR2E3 ag-2 = inhibitors of NR2E3-RetCOR corepressor binding, primary screen, NR2E3 agonist project, biochemical, TR-FRET, GST-NR2E3, biotin-RetCOR | Photoreceptor-specific nuclear receptor (Homo sapiens), Q9Y5X4 | 0.12% of 320,000 active | inhibition of corepressor binding, % at 4.78 µM | 1536-well | AID 2300, 2010;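 active = percent inhibition above the cutoff of mean plus 3 SD of all tested compounds, set per screening campaign, cut at about 20% in these data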;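 also: 0% = DMSO wells and 100% = biotin wells as full block of FRET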
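Material: NR2E3–RetCOR corepressor complex / Amount: 1.35 nM GST-NR2E3 / Medium: Tris pH 7.5 / Compound: single nominal compound dose of 4.8 µM / Incubation: 5 h at 4 °C / Technique: TR-FRET, Eu(K)-anti-GST donor, streptavidin-D2 acceptor, ex 340, em 617/671 nm / Read-out basis: percent loss of FRET ratio relative to control wells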
MITF TRPM1 inh = inhibitors of MITF-dependent TRPM1 promoter reporter, primary screen, cell-based, SK-MEL-5, single point, luciferase; SK-MEL-5 TRPM1 promoter luciferase, 24 h; inhibition, % at 12.5 µM; 0.83% of 330,000 active;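 active = mean inhibition across replicates of 60% or more, whatever share of single replicates reaches that level; inconclusive = some that reach 60%, reason not given; inactive = mean inhibition across replicates below 60%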; also: values of inactives mirror those of a sister screen read the other way
HIF-2a block = HIF-2a reporter inhibitors, primary screen, luminescence, 786-0 RCC cells. inhibition, % at 18.8 µM. 786-0 RCC cells HIF-2a reporter, luciferase luminescence, overnight. 0.72% of 360,000 active;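 active = inhibition of the luminescence signal of 40% or more relative to plate controls, in a single-dose primary screen at 18.75 µM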
Starred values were filed as active, the others as inactive; ? = inconclusive; . = no result given. These rows are one share of the data; the hit share may differ from the screen's.

SMILES	KKLEB tox	Peg3 promoter	Shn3 3UTR inh	iPSC survival up	EBV LMP1 NFkB	TRAIL sens C8	NR2E3 ag-1	CF NFkB inh	NR2E3 ag-2	MITF TRPM1 inh	HIF-2a block
Cc1c(C(=O)N(C)Cc2ccc(F)cc2)sc(=O)n1Cc1ccc(Cl)c(Cl)c1	-12	8	3	0.8	.	-2	12	20	.	.	-3
CSc1nc2ccc3nc(NC(=O)C4COc5ccccc5O4)sc3c2s1 (stereo not given)	7	-70	-8	-0.5	5	13	-33	-4	0	-30	-104
CCc1ccc(C(=O)Cn2cnc3cc([N+](=O)[O-])ccc3c2=O)cc1	8	-10	10	-0.7	-5	1	-4	11	-2	0	-3
NC(c1ccccc1)c1csc(Nc2ccc(C(F)(F)F)cn2)n1 (stereo not given)	-2	-8	15	-1.5	.	4	-13	13	.	.	-25
Cc1ccnc(SCC(=O)NC2CCCCCC2)n1	-1	10	-6	-0.4	-3	6	-24	-7	2	-9	8
Nc1ccc(SCc2nc3cccc4c3n2CCC4)cc1	-10	-109	-64	0.5	-19	-6	-46	2	-1	-19	-122
Cc1ccc(-c2cc(N)on2)cc1	-6	-60	-31	-1.7	-11	3	-52	0	-3	-17	-86
CC(NC(=O)COC(=O)c1ccc(Br)o1)c1ccccc1 (stereo not given)	-4	4	2	0.0	-5	10	4	2	.	8	0
COc1ccc(NC2CCCN(C(=O)c3ccc(OC)o3)C2)cc1 (stereo not given)	-3	2	-4	0.2	-10	-5	-6	-8	-1	8	5
OC(COCc1ccco1)CN1CCN(C(c2ccccc2)c2ccccc2)CC1 (stereo not given)	15	-6	-1	-4.8	1	-3	0	8	0	8	9
COc1ccccc1N1CCN(C2CCCN(C(=O)c3cccc(-c4ccco4)c3)C2)CC1 (stereo not given)	4	18	-4	0.4	-4	17	22	-12	3	15	13
O=C(CN1CCOCC1)Nc1ccc(Br)cn1	-5	-5	7	0.8	-11	26	-10	13	0	0	0
O=C(Nc1cc(Cl)ccc1Cl)c1noc2c1CCCC2	-4	-1	11	-0.1	1	-2	-35	6	2	17	-42
OCCC1CN(Cc2ccon2)CCN1CCc1ccccc1 (stereo not given)	-13	-12	11	-0.4	-5	-7	29	10	-2	11	17
COc1cccc2c1[C@@H]1CN(CCCCn3c(=O)[nH]c4c(sc5ncc(-c6ccccc6)nc54)c3=O)C[C@@H]1CO2	30	7	1	-3.1	2	13	8	-23	4	16	-34
Cn1nc(C(F)(F)F)c2cc(C(=O)Nc3ccc(Cl)cc3)sc21	11	18	16	4.9	7	7	-43	-6	4	-8	7
CC1=NN(c2ccccc2)C(=O)C1C(=S)SC1CC(=O)NC1=O (stereo not given)	-2	14	18	3.4	-11	-8	-3	-29	.	.	-6
O=C(CCCN1C(=O)/C(=C/c2cccs2)SC1=S)NNC(=O)c1ccc(F)cc1	11	22	-14	1.4	5	10	-9	-4	-2	5	46*
Cc1cccc(C(=O)N2CCc3cc(-c4csc(NC(=O)CN5CCCC5)n4)ccc32)c1	2	-30	-3	0.7	1	-2	-40	-9	1	-6	-75
Cc1ccc(CNC(=O)c2ccc(CNc3c(N4CCCC4)c(=O)c3=O)cc2)cc1	0	9	-6	-0.9	11	-3	-17	-10	-1	12	14
Cc1cccc(N2C(=O)/C(=C\c3ccc(C(=O)O)cc3)c3ccccc3C2=O)c1	-7	7	-21	-0.3	0	4	-12	0	-3	10	14
CC(C)(C(=O)c1ccccc1)/[N+]([O-])=C/c1ccc(Br)cc1	8	5	17	2.1	6	3	-8	-9	0	3	-47
O=C1NC[C@@H](Cc2ccc(O)cc2)N(CC2CCCCC2)C1=O	5	0	6	0.5	17	3	11	-2	1	-6	2
CCCN(CC(=O)Nc1ccccc1OC)C(=O)Cc1ccccc1F	15	8	-2	0.0	0	-13	-39	2	4	-2	16
COc1ccc(CNCCC2(C(C)C)CCOC(C)(C)C2)cc1 (stereo not given)	-5	1	-92	-0.7	-4	-5	27	-13	0	-5	2

Carrying on.
SMILES	KKLEB tox	Peg3 promoter	Shn3 3UTR inh	iPSC survival up	EBV LMP1 NFkB	TRAIL sens C8	NR2E3 ag-1	CF NFkB inh	NR2E3 ag-2	MITF TRPM1 inh	HIF-2a block
Cc1nc(-c2ccccc2)sc1-c1ccn[nH]1	-3	-286	-16	-2.2	-13	34	-131	-7	5	-34	-232
CC1CC(Nc2ccccc2)c2ccccc2N1C(=O)c1ccccc1F (stereo not given)	-10	26	31	1.1	15	6	-18	18	5	13	19
Cc1ccc(/C=C2/C(=O)N(c3ccccc3)C(=S)N2C)o1	9	-26	-18	0.6	-4	0	0	5	4	-23	-10
CCOc1ccc(/C=N/NC(=O)CN2CCCCCCC2)cc1	14	3	-12	3.8	-1	-1	-7	-8	3	2	11
CC(/C=C1\N=C(SCc2ccccc2)SC1=O)=C\c1ccccc1	-2	-7	-1	0.6	3	0	7	-6	1	4	2
Cc1ccccc1CS(=O)(=O)CCC(=O)NCCCN1CCOCC1	-1	5	0	-0.6	-5	-5	-16	1	1	-11	12
Cc1cccc(-c2noc(-c3ccc4c(c3)OCO4)n2)c1	-18	-152	-5	-0.7	-39	61*	-105	-11	2	-19	-98
COCCN(Cc1nnc(-c2cccs2)o1)C(=O)CN1C(=O)NC2(CCCCC2)C1=O	-1	5	8	4.3	-8	-10	-16	8	.	-8	16
COc1cccc(C(=O)NCC(=O)N2CCN(c3ccc(C(F)(F)F)cn3)CC2)c1	4	6	28	0.1	17	17	30	1	.	-3	-7
Cc1ccc2ncnc(Nc3cccc([N+](=O)[O-])c3)c2c1	2	-16	26	-0.7	13	6	-33	7	-1	2	6
COCCn1c(SCC(=O)Nc2ccc(C(C)=O)cc2)nnc1-c1ccco1	3	0	1	0.1	-9	-10	16	-8	0	-8	-10
CC(=O)N1CCN(c2ccccc2NC(=O)COc2cc(C)cc(C)c2)CC1	-5	5	15	0.1	2	0	-22	-2	1	-10	15
CN1CCN(/C=C2\SC(=S)NC2=O)CC1	2	3	-21	2.1	1	-16	-18	3	2	2	4
Cc1nc2ccc(C(=O)Nc3ccc4c(c3)OCC(=O)N4)cn2c1N(C)C(=O)CCc1ccccc1	-5	-2	8	2.6	.	2	8	-27	.	.	-4
COC1=C(Nc2ccccc2)C(=O)C(OC)=C(Nc2ccccc2)C1=O	2	-20	-7	-0.1	-6	4	-20	4	.	12	-31
COc1ccc(NS(=O)(=O)c2cn(C)c(=O)n(C)c2=O)c(OC)c1	-13	11	-9	1.1	-1	-12	-8	2	-2	-3	8
COc1ccc(-c2csc(N(Cc3ccccc3)C(=O)COc3ccc(Cl)cc3)n2)cc1	-26	70*	-6	-0.4	-4	4	-21	20	1	2	8
N#C/C(=C\c1ccco1)C(=O)NCc1ccccc1	7	-19	19	-2.0	-2	-3	21	-6	4	-2	18
Cc1cccc(CC2(O)C(=O)Nc3ccccc32)n1 (stereo not given)	11	5	?	1.6	-7	-9	-5	-9	.	8	1
CCOC(=O)C1=C(C)OC(=CC=Cc2ccccc2)C1=O	-7	-69	11	-1.8	7	20	-39	10	.	.	-93
Cc1cccc(NC(=O)Nc2cccc(C#N)c2)n1	6	-82	-89	1.3	-21	5	-17	16	2	-41	-307
CCCC(c1nnnn1C(C)(C)C)N1CCN(C(=O)c2ccco2)CC1 (stereo not given)	12	-3	5	-1.3	-1	-5	-17	2	4	13	-9
Cc1ccccc1NC(=O)C(c1ccccc1)C1CCCC1 (stereo not given)	-8	-8	6	2.8	5	3	20	11	0	-2	14
COC1=NC(=C(c2ccccc2)c2ccccc2)OC1=O	11	19	-11	3.9	7	-3	-26	-8	.	-6	5
CC(C)CC(NC(=O)C1CCCN1C(=O)OC(C)(C)C)C(=O)NCC(N)=O (stereo not given)	3	-4	17	7.5	-5	-1	-20	-15	.	6	15

Random excerpt: two entries already listed.
SMILES	KKLEB tox	Peg3 promoter	Shn3 3UTR inh	iPSC survival up	EBV LMP1 NFkB	TRAIL sens C8	NR2E3 ag-1	CF NFkB inh	NR2E3 ag-2	MITF TRPM1 inh	HIF-2a block
CC(=O)N1CCN(c2ccccc2NC(=O)COc2cc(C)cc(C)c2)CC1	-5	5	15	0.1	2	0	-22	-2	1	-10	15
COc1ccc(-c2csc(N(Cc3ccccc3)C(=O)COc3ccc(Cl)cc3)n2)cc1	-26	70*	-6	-0.4	-4	4	-21	20	1	2	8

More structures follow.
SMILES	KKLEB tox	Peg3 promoter	Shn3 3UTR inh	iPSC survival up	EBV LMP1 NFkB	TRAIL sens C8	NR2E3 ag-1	CF NFkB inh	NR2E3 ag-2	MITF TRPM1 inh	HIF-2a block
O=C(NCC(=O)N1CCN(c2ccc([N+](=O)[O-])cc2)CC1)c1ccco1	2	8	30	1.3	9	-14	-3	-6	.	1	13
CSCCC(NC(=O)c1ccc(Cl)cc1Cl)C(=O)N1CCN(C(=O)c2ccccc2)CC1 (stereo not given)	-23	13	-9	-0.4	-5	8	-10	-6	.	0	-2
COc1cc(C(=O)OCCCN(C)C)cc(OC)c1OC	1	7	2	-0.3	-1	9	10	-6	1	2	14
Cc1csc(NS(=O)(=O)c2ccc(Cl)cc2)n1	4	5	9	0.4	1	-2	-29	2	3	-4	8
Fc1cccc(Cc2c(-c3ccco3)nc3ccc(Cl)cn23)c1	2	-23	2	-3.8	.	9	-26	63*	.	.	-30
CCOc1ccc(CN(C)C(=O)CNC(=O)c2ccccc2)cc1	-7	10	8	-0.6	1	-10	-1	-6	0	6	4
Oc1ccc(N=Cc2cc(Br)c(N3CCOCC3)o2)cc1	8	15	1	0.0	0	1	-10	-2	-1	-4	11
Cc1cc(CN(C)C(=O)c2cc(COc3ccc4ncccc4c3)on2)on1	8	-27	79	-0.6	23	18	48	7	0	10	-50
Cc1ccc(NC(=O)CN(C)C(=O)COC(=O)C(C)(C)Oc2ccc(Cl)cc2)cc1	-3	4	-5	0.2	-5	-23	0	-29	-3	-8	15
Cc1cc(NC(=O)c2ccc([N+](=O)[O-])cc2)no1	6	-90	10	0.0	-2	19	-25	5	.	-41	-29
C=CCn1c(SCC(=O)Nc2c(C)n(C)n(-c3ccccc3)c2=O)nc2sc(C)c(-c3ccccc3)c2c1=O	6	2	19	1.0	0	-6	16	-9	-3	16	17
CN(C)c1ncnc2c1ncn2[C@H]1CN(Cc2ccc(Cl)cc2)C[C@@H](CO)O1	-5	4	-10	-1.5	.	-8	0	3	.	.	14
Cc1cccc(-c2cc(NCCc3cccnc3)n3nccc3n2)c1	-13	16	-13	-0.5	.	-10	-28	-16	.	.	-28
